# p53ts 32C tox: cytotoxicity in p53ts cells at permissive temperature; H1299-p53A138V at 32C, ATP luminescence viability, 24 h; Potency, µM (doses to about 46.1 µM), inactives show at the highest dose activity change, negative = cytotoxicity, actives largely listed as cytotoxic; hit rate 0.93% among 130,000;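 note: 0% = DMSO and -100% = full killing by reference compound; nearly all actives have a fitted effect of over 55% in size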
#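 H1299-p53 A138V cells (temperature-sensitive p53) exposed 24 h to up to 46 uM compound at 32C, where p53 is wild-type in conformation. Viability read as ATP luminescence and normalised to DMSO and 100 uM tamoxifen. AC50 fitted with the Hill equation.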
# Imprint erasure: inducers of genomic imprint erasure in mouse ES cells; hit rate 0.02% among 110,000; Potency, µM (highest dose often 60.7 µM), inactives show top-dose activity change, positive = activation, actives largely listed as activators; mouse ES Peg3-LacZ reporter, beta-gal luminescence, 40 h; AID 1948;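 note: 0% = negative control wells on the plate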
#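 Imprint erasure is scored as LacZ activity from the silenced maternal Peg3 allele in feeder-free female ES cells cultured 40 h with LIF. Luminescence is normalized to in-plate negative controls and fitted to the Hill equation.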
# IkB sig inh: inhibitors of IkB signaling in ABC-DLBCL cells; ABC-DLBCL IkBa-CBG/CBR dual luciferase ratio, 4 h; response scale: scaled: untreated 0%, proteasome inhibitor 100%; Potency, µM (series often up to 57.1 µM), inactives show at the top dose IkBa stabilization activation; hit rate 0.04% among 110,000; active = well fitted curve in the direction sought with a large enough effect in the signal ratio, not every such curve was filed as active; inconclusive = small, poorly fitted or top-dose-only effect, or a change in a side signal; the % refers to the signal ratio;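 note: the direction sought is a rising ratio; 0% = basal untreated cells and 100% = reference inhibitor full response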
#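 Luminescence ratio of IκBα-fused green versus native red beetle luciferase in OCI-Ly3 cells, 4 h post-doxycycline with compound; red signal alone, scaled from basal (0%) to zero light (-100%), flagged nonspecific or cytotoxic effects.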
# p53ts 39C tox: p53ts cell cytotoxicity, nonpermissive temperature; Potency, µM (series often up to 46.1 µM), inactives show top-dose activity change, negative = cell killing, usual class: cytotoxic; hit rate 1.5% among 130,000; H1299-p53A138V viability at 39C, ATP luminescence, 24 h; AID 902; note: nearly all actives have a fitted effect of over 55% in size
# * = called active by the depositor; ? = inconclusive; nt = not tested or not shown; [ ] = dose if it differs, or a comment. Unless noted, calls come from the whole dose curve; as a rule, active = well fitted curve in the direction sought with a large enough effect; inconclusive = small, poorly fitted or top-dose-only effect, or another doubt; inactive = no such curve, though single readings can be large; an effect the other way counts as inactive or inconclusive. Unless noted, % is set by controls: 0 for no effect and ±100 for the full control effect; potency is the fitted concentration of half-maximal effect.
# Short keys – A = p53ts 32C tox; B = Imprint erasure; C = IkB sig inh; D = p53ts 39C tox
1	Cn1c(C(=O)N2CCCC(C(=O)NCc3ccc4c(c3)OCO4)C2)cc2sccc21 (configuration not stated)
  A: -9%; B: -19%; C: ?; D: -5%
2	CCOC(=O)C1CCN(c2cc(C)nc3c(-c4ccccc4OC)c(C)nn23)CC1
  A: 14%; B: -21%[10.9 µM]; C: 21%; D: 20%
3	COc1ccc(-c2nnc(SCc3ncc(-c4ccccc4)o3)o2)cc1
  A: -9%; B: -13%; C: 1.9%; D: -14%
4	CN1C(=O)C(O)(c2sc(N)nc2-c2ccccc2)c2ccccc21 (configuration not stated)
  A: -2%; B: -10%; C: -1.0%; D: 9%
5	FC(F)(F)c1cc(-c2ccco2)nc(-n2nnc3ccccc32)n1
  A: -17%; B: -9%; C: -0.3%; D: -11%
6	O=C(NCc1ccc(Cl)cc1)c1cnc2sc(N3CCCCCC3)nn2c1=O
  A: -12%; B: -26%[10.9 µM]; C: -1.0%; D: 6%
7	CCc1ccc(CNC(=O)c2cnc3sc(N4CCCCC4)nn3c2=O)cc1
  A: -7%; B: 12%[10.9 µM]; C: -2.9%; D: -11%
8	CN1CCN(c2ccccc2NC(=O)c2ccc(-c3ccccc3)cc2)CC1
  A: -7%; B: -24%; C: ?; D: -15%
9	CCc1c(C)sc(NC(=O)c2cc(-c3ccc(OC)c(OC)c3)on2)c1C#N
  A: 12%; B: -1%[10.9 µM]; C: 4.2%; D: -12%
10	O=C(Cn1c(=O)nc(-c2ccccc2)c2cc(Cl)ccc21)NCCc1ccccc1
  A: -8%; B: 9%[10.9 µM]; C: ?; D: 9%
11	CCSc1nc(=O)c2c(n1C)NC(=O)CC2c1ccc(O)cc1OC (configuration not stated)
  A: ?; B: -7%[10.9 µM]; C: 1.2%; D: -7%
12	CCOc1ccc(CN(CCC#N)C(=S)NC(=O)c2ccccc2)cc1
  A: -1%; B: nt; C: nt; D: ?
13	Cc1ccc(Nc2cc(C)nc3nnnn23)cc1
  A: 14%; B: -9%; C: -0.6%; D: -8%
14	Cc1cc(Cl)ccc1NS(=O)(=O)c1c(C(=O)N2CCC(C)CC2)c(C)n(C)c1C
  A: 9%; B: -5%[10.9 µM]; C: ?; D: -17%
15	COc1cc(NC(=O)c2cnn(-c3cccc(F)c3)c2C2CCNCC2)cc(OC)c1OC
  A: 5%; B: 26%[10.9 µM]; C: 0.7%; D: -29%
16	NC(=O)C1(N2CCCCC2)CCN(CC(=O)Nc2ccc(Oc3ccccc3)cc2)CC1
  A: 1%; B: -21%; C: ?; D: -2%
17	COc1ccc(N2CC3=C(C2=O)C(c2ccc(O)c(OC)c2)NC(=O)N3C)cc1 (configuration not stated)
  A: -3%; B: -8%[10.9 µM]; C: -0.5%; D: 15%
18	Cc1ccc(C)c(NC(=O)c2nn(C)c3c2CS(=O)(=O)c2ccccc2-3)c1
  A: 6%; B: 2%[10.9 µM]; C: -0.3%; D: -10%
19	O=C(Cn1cnc2c(nnn2-c2cccc(Cl)c2)c1=O)N1CCCC1
  A: -4%; B: -6%; C: -0.4%; D: 3%
20	CC1CCc2onc(C(=O)N3CCN(c4cccc(Cl)c4)CC3)c2C1 (configuration not stated)
  A: -1%; B: -9%[10.9 µM]; C: ?; D: 4%
21	Cn1c2c(c(=O)n(C)c1=O)C(c1ccccc1[N+](=O)[O-])CC(=O)N2 (configuration not stated)
  A: 0%; B: -4%[10.9 µM]; C: 0.0%; D: -27%
22	CC(=O)NC1CC2CCCC(C1)N2S(=O)(=O)c1cccc(F)c1 (configuration not stated)
  A: -3%; B: 5%; C: 0.0%; D: 2%
23	CCN(CC)C(C)C(=O)NCC1(c2ccccc2)CCOCC1 (configuration not stated)
  A: 7%; B: nt; C: nt; D: 22%
24	CCCC(=O)Nc1ccc(Cl)c(NC(=O)CC)c1
  A: 3%; B: -8%; C: 0.5%; D: -14%
25	CCOC(=O)C1CCN(C(=O)Cn2nc(C)n3c(cc4cc(F)ccc43)c2=O)CC1
  A: 2%; B: -7%[10.9 µM]; C: -0.1%; D: -4%
26	CN(C)c1ccc(NC(=O)CSC2=Nc3ccccc3C3=NC(CC(=O)NCc4ccccc4)C(=O)N23)cc1 (configuration not stated)
  A: -8%; B: ?; C: 0.5%; D: -11%
27	COc1ccc(-c2noc(-c3ccc(N4CCCCC4)c([N+](=O)[O-])c3)n2)cc1
  A: -6%; B: -9%[10.9 µM]; C: ?; D: -4%
28	COc1ccc(CCNC(=O)c2c(O)c3c([nH]c2=O)CCCC3)cc1OC
  A: -3%; B: -4%; C: 0.8%; D: -15%
29	Cc1ccc(C)c(N=C2NC(=O)CS2)c1
  A: 4%; B: -3%; C: 0.3%; D: 2%
30	Cc1onc(-c2ccccc2)c1C(=O)Oc1cccnc1
  A: 6%; B: -7%; C: 3.1%; D: 2%
31	Cc1ccc(C)c(N2CCN(S(=O)(=O)c3ccc(-c4coc(C)n4)cc3)CC2)c1
  A: -1%; B: 16%[10.9 µM]; C: ?; D: -30%
32	CCCCN(C)C(=O)Cn1c(C2CC(=O)N(c3ccc(C)cc3)C2)nc2ccccc21 (configuration not stated)
  A: -6%; B: -11%[10.9 µM]; C: -0.6%; D: -5%
33	CC(=O)c1cnc2nc(C(F)(F)F)nn2c1C
  A: 6%; B: 7%; C: 1.5%; D: 11%
34	COCCNC(=O)CN1C(=O)CSc2ncccc21
  A: 5%; B: 1%; C: 1.3%; D: 4%
35	COc1ccc(NCc2cccn2-c2nnc(N3CCCCCC3)s2)cc1
  A: -12%; B: -6%[10.9 µM]; C: ?; D: -12%
36	CC1=C(C(=O)Nc2ccccc2)C(c2ccccc2C)n2nc(SCC(=O)c3ccc(C)cc3)nc2N1 (configuration not stated)
  A: 6%; B: 8%[10.9 µM]; C: -2.5%; D: -9%
37	O=C(NCc1ccco1)c1cc2ccccc2o1
  A: -19%; B: -34%[inhibitor]; C: ?; D: -7%
38	COc1ccc(-c2nc(S(=O)(=O)c3ccc(C)cc3)c(NCc3ccccc3)o2)cc1
  A: 6%; B: -7%[10.9 µM]; C: ?; D: 23%
39	COc1cccc(-n2c(-c3ccco3)nc3c(cnn3-c3ccc(C)cc3)c2=O)c1
  A: 9%; B: -8%[10.9 µM]; C: ?; D: 8%
40	COC(=O)c1ccc(CSc2ccc3nnc(-c4ccc(OC)c(OC)c4)n3n2)o1
  A: 4%; B: 11%; C: -1.0%; D: -12%
41	COc1cc(/C=c2\sc3nc(-c4ccncc4)nn3c2=O)ccc1OC(C)=O
  A: -21%; B: 1%; C: -2.0%; D: -2%
42	Cc1cccc(N2CCN(C(=O)c3nn(C)c4c3CS(=O)(=O)c3ccccc3-4)CC2)c1C
  A: -11%; B: -3%[10.9 µM]; C: ?; D: -18%
43	Cc1ccccc1C(=O)N1CCC(N2CCN(Cc3ccc(F)cc3)C(=O)C2=O)CC1
  A: 10%; B: -10%[10.9 µM]; C: -0.9%; D: 15%
44	Cc1cc(C)n2nc(C(=O)NCc3ccco3)nc2n1
  A: -5%; B: -4%; C: -2.5%; D: 15%
45	O=C(NCC1CCCO1)C1CCCN(S(=O)(=O)c2cccc3nsnc23)C1 (configuration not stated)
  A: ?; B: -35%[inhibitor]; C: ?; D: -2%
46	CC(C)(C)c1cc(CCC(=O)N2CCNCC2)c(C(C)(C)C)cc1O
  A: -1%; B: -20%; C: 0.4%; D: -12%
47	Cc1cccc(NC(=O)Cn2c(=O)n(Cc3ccc4c(c3)OCO4)c(=O)c3ccccc32)c1
  A: 3%; B: -6%[10.9 µM]; C: 3.0%; D: -12%
48	O=C1C=C(NCc2ccccc2)C2(CCCCC2)O1
  A: -1%; B: -13%; C: 1.4%; D: -1%
49	O=C1Nc2ccccc2C(O)(C(=O)N2CCCCC2)N1c1ccccc1 (configuration not stated)
  A: 0%; B: -11%; C: 0.9%; D: 3%
50	COc1cc(CN(C(=O)Nc2cccc(Cl)c2)c2ccccn2)cc(OC)c1OC
  A: 1%; B: -12%[10.9 µM]; C: -1.5%; D: -14%

# Going on with the list.
# Short keys – A = p53ts 32C tox; B = Imprint erasure; C = IkB sig inh; D = p53ts 39C tox
51	N#Cc1c(NCCCO)nc(NCc2ccccc2)c2c1CCN(Cc1ccccc1)C2
  A: -2%; B: -6%; C: 3.9%; D: 21%
52	Cc1c(NC(=O)c2cc(-c3cccs3)on2)c(=O)n(-c2ccccc2)n1C
  A: -5%; B: -3%; C: 3.9%; D: -2%
53	CCC1=C(OC(=O)N(CC)CC)N2C(=O)OC(=NCc3ccccc3)[C@]2(C)[C@H]2C1=CC[C@H]1C(=O)NC(=O)[C@H]12
  A: 7%; B: -10%; C: nt; D: 4%
54	Cc1ccc(CNC(=O)C2CCCN(c3nnc(-n4c(C)ccc4C)s3)C2)cc1 (configuration not stated)
  A: -12%; B: -3%[10.9 µM]; C: ?; D: 1%
55	COc1ccc(-n2c(=O)c(-c3ccc(F)cc3)nc3cnc(OC)nc32)cc1
  A: -1%; B: nt; C: 1.9%[11.4 µM]; D: -6%
56	CC(=O)N(Cc1ccco1)C1(C(=O)NC2CCCCC2)CCCCC1
  A: -3%; B: -9%; C: -2.0%; D: -8%
57	O=c1cnc2cnc(Nc3ccccc3)nc2n1Cc1cccs1
  A: -5%; B: ?; C: ?; D: -29%
58	Cc1cc(C)n(C(=O)c2ccncc2)n1
  A: -8%; B: nt; C: 0.4%; D: 5%
59	CC1=C(C(=O)Nc2ccccc2)C(c2ccccc2C)n2ncc(C(=O)Nc3ccccc3)c2N1 (configuration not stated)
  A: 3%; B: ?; C: 2.2%; D: -10%
60	COc1cc(NS(=O)(=O)c2cccc3nsnc23)c(C(=O)O)cc1OC
  A: -11%; B: 6%; C: 1.4%; D: 4%
61	C#CCCCO/N=C1/C[C@@H](O)[C@@H](O)[C@@H]2[C@@H]3C(=O)N(CCC(=O)OCC)C(=O)[C@H]3CC[C@H]12
  A: 6%[9.22 µM]; B: nt; C: nt; D: 8%[9.22 µM]
62	CC(Sc1nnc(C2CCCCC2)n1N)C(=O)NCc1ccc2c(c1)OCO2 (configuration not stated)
  A: 0%; B: -14%; C: 0.9%; D: -7%
63	O=C1Nc2ccccc2OC1CC(=O)N1CCCC1 (configuration not stated)
  A: 20%; B: -3%; C: 2.8%; D: -1%

# 13 of these compounds in another layout.
7. CCc1ccc(CNC(=O)c2cnc3sc(N4CCCCC4)nn3c2=O)cc1
8. CN1CCN(c2ccccc2NC(=O)c2ccc(-c3ccccc3)cc2)CC1
9. CCc1c(C)sc(NC(=O)c2cc(-c3ccc(OC)c(OC)c3)on2)c1C#N
10. O=C(Cn1c(=O)nc(-c2ccccc2)c2cc(Cl)ccc21)NCCc1ccccc1
11. CCSc1nc(=O)c2c(n1C)NC(=O)CC2c1ccc(O)cc1OC (configuration not stated)
12. CCOc1ccc(CN(CCC#N)C(=S)NC(=O)c2ccccc2)cc1
13. Cc1ccc(Nc2cc(C)nc3nnnn23)cc1
14. Cc1cc(Cl)ccc1NS(=O)(=O)c1c(C(=O)N2CCC(C)CC2)c(C)n(C)c1C
compound no.	7	8	9	10	11	12	13	14
p53ts 32C tox	-7%	-7%	12%	-8%	?	-1%	14%	9%
Imprint erasure	12%[10.9 µM]	-24%	-1%[10.9 µM]	9%[10.9 µM]	-7%[10.9 µM]	nt	-9%	-5%[10.9 µM]
IkB sig inh	-2.9%	?	4.2%	?	1.2%	nt	-0.6%	?
p53ts 39C tox	-11%	-15%	-12%	9%	-7%	?	-8%	-17%

15. COc1cc(NC(=O)c2cnn(-c3cccc(F)c3)c2C2CCNCC2)cc(OC)c1OC
16. NC(=O)C1(N2CCCCC2)CCN(CC(=O)Nc2ccc(Oc3ccccc3)cc2)CC1
17. COc1ccc(N2CC3=C(C2=O)C(c2ccc(O)c(OC)c2)NC(=O)N3C)cc1 (configuration not stated)
18. Cc1ccc(C)c(NC(=O)c2nn(C)c3c2CS(=O)(=O)c2ccccc2-3)c1
19. O=C(Cn1cnc2c(nnn2-c2cccc(Cl)c2)c1=O)N1CCCC1
compound no.	15	16	17	18	19
p53ts 32C tox	5%	1%	-3%	6%	-4%
Imprint erasure	26%[10.9 µM]	-21%	-8%[10.9 µM]	2%[10.9 µM]	-6%
IkB sig inh	0.7%	?	-0.5%	-0.3%	-0.4%
p53ts 39C tox	-29%	-2%	15%	-10%	3%

# Screening data as filed in PubChem.
